# EPAC1 ag: qHTS for Agonist of cAMP-regulated guanine nucleotide exchange factor 3 (EPAC1): primary screen. Rap guanine nucleotide exchange factor 3 (Homo sapiens), O95398. EPAC1 agonist qHTS, biochemical assay; response scale: 100% = response to 6.5 mM cAMP. Potency, µM (top dose mostly 154 µM), for inactives: top-dose activation, hits mostly activators. hit rate 0.073% among 360,000; note: potency is the fitted concentration of half-maximal effect; nearly all actives have a fitted effect of over 60% in size
#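 Fluorescent GDP-exchange assay: 100 nM EPAC1 with 250 nM Rap1B preloaded with BODIPY-GDP and 50 uM GDP; compounds tested as concentration series, 5 min at room temperature, then read every 5 min for 30 min (ex 480/em 540 nm); normalized to 6.5 mM cAMP.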
# PLK1 PBD block: qHTS for Inhibitors of PLK1-PDB (polo-like kinase 1 - polo-box domain): Primary Screen | Plk1 PBD binding of FITC phosphopeptide, fluorescence polarization | Potency, µM, for the others: max response, negative = inhibition, hits mostly inhibitors | hit rate 2.8% among 360,000; note: potency is the fitted concentration of half-maximal effect; series mostly up to about 57 µM; % is set by controls: 0 for no effect and ±100 for the full control effect; nearly all actives have a fitted effect of over 65% in size
# Target sequence (P53350 whole entry, looked up, the tested form may be a part): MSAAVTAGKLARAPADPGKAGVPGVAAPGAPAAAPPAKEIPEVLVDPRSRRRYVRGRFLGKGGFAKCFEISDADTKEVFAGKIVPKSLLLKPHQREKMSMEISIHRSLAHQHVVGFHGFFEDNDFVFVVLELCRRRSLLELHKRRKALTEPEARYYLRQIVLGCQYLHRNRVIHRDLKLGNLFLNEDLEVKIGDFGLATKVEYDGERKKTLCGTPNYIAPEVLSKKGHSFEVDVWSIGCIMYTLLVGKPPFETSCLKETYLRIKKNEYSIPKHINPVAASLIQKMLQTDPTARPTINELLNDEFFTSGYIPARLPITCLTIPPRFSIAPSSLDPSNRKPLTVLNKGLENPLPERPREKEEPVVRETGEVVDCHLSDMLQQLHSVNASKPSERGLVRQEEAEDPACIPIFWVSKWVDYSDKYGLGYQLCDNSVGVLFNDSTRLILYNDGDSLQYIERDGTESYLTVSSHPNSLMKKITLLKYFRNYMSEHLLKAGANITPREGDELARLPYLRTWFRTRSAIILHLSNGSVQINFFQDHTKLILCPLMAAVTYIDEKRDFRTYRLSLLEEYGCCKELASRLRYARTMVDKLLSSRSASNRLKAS
# FUS yeast rescue: qHTS for Suppressors of FUS Proteinopathy: Primary screen using FUS-linked yeast assay; S. cerevisiae FUS-expressing, growth rescue, OD600, 24 h; Potency, µM (series often up to 76.6 µM), inactives show at the top dose growth rescue (activation), actives largely listed as activators; hit rate 0.24% among 390,000;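 note: potency is the fitted concentration of half-maximal effect; plate controls were DMSO vehicle for no effect and reference control for full effect; nearly all actives have a fitted effect of over 55% in size; some results filed as inactive show a strong effect at the top dose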
#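 Read-out: OD at 600 nm after 24hr at 30C, reporting rescue of FUS-induced yeast toxicity. Cells at OD 0.005 in galactose (2%) minimal medium; compounds tested in a dilution series; CP55940 titration from 92uM final as control.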
# aSyn yeast inh: qHTS of alpha-syn Inhibitors; Yeast expressing alpha-synuclein, growth rescue, BacTiter-Glo, 24 h; Potency, µM (doses to about 46.1 µM), without a hit: at the top dose growth rescue (activation), most hits filed as activators; hit rate 0.14% among 370,000; note: potency is the fitted concentration of half-maximal effect; % of control where 0% means no effect; nearly all actives have a fitted effect of over 65% in size
#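 Galactose-induced alpha-syn yeast (OD600=0.02, raffinose-pregrown) + pinned cpd, 24 hr, 30 deg C; growth by BacTiter-Glo luminescence. Growth restoration scores as activation.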
# Abeta rescue: qHTS for compounds that reverse cellular toxicity of Amyloid beta (A-beta) peptide in yeast: Primary Screen; yeast expressing A-beta42, growth rescue, OD600, 48 h; response scale: 0% DMSO, 100% iron-clioquinol control; Potency, µM (series often up to 46.1 µM), inactives show at the highest dose growth rescue, most hits filed as activators; hit rate 0.063% among 410,000; note: potency is the fitted concentration of half-maximal effect; nearly all actives have a fitted effect of over 55% in size
#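 Yeast growth medium received pinned compounds, then yeast cells expressing toxic A-beta were added; plates incubated at 30 C for 48 hr. Growth read as absorbance at 600 nm, normalized to DMSO and equimolar FeCl3 plus clioquinol controls.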
# EPAC1 antag: qHTS for Antagonist of cAMP-regulated guanine nucleotide exchange factor 3 (EPAC1): primary screen; EPAC1 GEF assay, Rap1b-BODIPY-GDP exchange fluorescence; Potency, µM (highest dose often 115 µM), without a hit: at the highest dose activity change, negative = inhibition, hits mostly inhibitors; hit rate 0.14% among 360,000; AID 720709, 2013;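 note: potency is the fitted concentration of half-maximal effect; plate controls were vehicle for no effect and positive control for full effect; nearly all actives have a fitted effect of over 50% in size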
# PI5P4Ka inh: qHTS for Inhibitors of phosphatidylinositol 5-phosphate 4-kinase (PI5P4K); Phosphatidylinositol 5-phosphate 4-kinase type-2 alpha (Homo sapiens), P48426; PI5P4Kalpha enzyme, ADP-Glo luminescence, 60 min; active compounds read low; max response, %; hit rate 1.2% among 330,000; AID 652105, 2013; active = max response of -50% or lower; inconclusive = between -30% and -50%; inactive = -30% or higher; note: value at the top dose of about 77 µM; % is set by controls: 0 for no effect and ±100 for the full control effect
# Target sequence (P48426 whole entry, looked up): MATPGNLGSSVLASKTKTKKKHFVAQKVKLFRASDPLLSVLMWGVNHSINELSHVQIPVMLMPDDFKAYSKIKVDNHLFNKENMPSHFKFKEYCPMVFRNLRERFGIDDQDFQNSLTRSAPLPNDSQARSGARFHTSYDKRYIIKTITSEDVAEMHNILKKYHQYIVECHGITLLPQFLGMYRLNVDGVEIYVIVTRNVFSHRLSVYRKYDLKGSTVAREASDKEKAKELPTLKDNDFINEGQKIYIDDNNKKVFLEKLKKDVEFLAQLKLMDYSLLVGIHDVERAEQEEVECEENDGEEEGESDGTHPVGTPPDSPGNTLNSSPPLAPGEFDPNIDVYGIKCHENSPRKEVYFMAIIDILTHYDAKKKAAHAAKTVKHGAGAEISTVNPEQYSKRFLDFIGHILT
#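 qHTS, 1536-well: enzyme/substrate mix, compound by pin tool, 5 microM ATP final; RT 60 min; ADP-Glo reagents 1 (45 min) then 2 (30 min); luminescence.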
# IL2 activator: qHTS of IL-2 Activators | AID 652025, 2013 | IL-2 activation reporter assay, cell-based qHTS; stimulated with anti-CD3/CD4/CD28 beads; in transgenic mouse T cells | hit rate 0.065% among 360,000 | activation, % (series mostly up to about 46 µM); in the data active = activation above about 50%; inconclusive = mostly about 30% to 49%; note: 0% is about no effect
#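 Using fluorescent plate cytometry, EGFP and DsRed are detected in transgenic mouse T cells stimulated 18 h at 37 degrees C with antibody-coated beads after 60 min compound pretreatment.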
# WRN helicase inh: qHTS for Inhibitors of WRN Helicase; Bifunctional 3'-5' exonuclease/ATP-dependent helicase WRN (Homo sapiens), Q14191; Potency, µM (top dose mostly 114 µM), for the others: top-dose activity change, negative = inhibition, actives largely listed as inhibitors; WRN helicase unwinding, fluorescent forked duplex, kinetic; AID 651768, 2012; hit rate 0.46% among 360,000; note: potency is the fitted concentration of half-maximal effect; % is set by controls: 0 for no effect and ±100 for the full control effect; nearly all actives have a fitted effect of over 55% in size
#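 WRN at 20 nM final was preincubated with compound for 15 min at room temperature; reaction started with 100 nM forked duplex oligonucleotide carrying fluorophore and quencher plus 2 mM ATP (final). Unwinding followed kinetically by red fluorescence (ex 525/em 598 nm).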
# Active calls of the source: *; ? = inconclusive; / = no result given; [ ] = remark or other dose. Unless noted, calls come from the whole dose curve; as a rule, active = well fitted curve in the direction sought with a large enough effect; inconclusive = small, poorly fitted or top-dose-only effect, or another doubt; inactive = no such curve, though single readings can be large; an effect the other way counts as inactive or inconclusive.
SMILES,EPAC1 ag,PLK1 PBD block,FUS yeast rescue,aSyn yeast inh,Abeta rescue,EPAC1 antag,PI5P4Ka inh,IL2 activator,WRN helicase inh
CC(=O)c1ccc(NC(=O)CSc2nc(=O)n(CCN3CCOCC3)c3c2CCC3)cc1,-0.8%,-2.1%,-14.9%,2.2%,16.6%,-12.4%,-3.8,-1.7,-5.0%
O=C(COC(=O)c1ccc[nH]c1=O)NCCc1ccc(Cl)cc1Cl,0.9%,6.2%,-7.6%,-6.3%,-11.1%,12.7%,-5.0,-3.0,-1.1%
Cc1nc(/C(N)=N/OC(=O)c2ccccc2Cl)c(C(F)(F)F)o1,8.3%,1.9%,-16.4%,-0.4%,-8.8%,-26.1%,5.2,-0.3,-3.5%
C=CCc1ccccc1OCCSc1nc2ccc([N+](=O)[O-])cc2s1,14.7%,-4.6%,-14.0%,9.3%,11.2%,-8.7%,-3.7,1.7,-13.3%
O=C1CC(CCC(=O)NC2CC2)c2ccccc2N1 (configuration not stated),-0.8%,3.9%,14.1%,-1.7%,-3.2%,-1.7%,/,1.0,4.0%
NC(=O)c1cc2cc(Cl)ccc2oc1=Nc1cccc(C(F)(F)F)c1,-6.2%,-3.8%,-11.5%,10.5%,4.7%,-4.7%,7.5,-1.4,-5.2%
CCCn1c(CCC(=O)O)ccc1-c1cccs1,0.8%,-8.6%,15.6%,16.2%,1.5%,3.3%,?,-1.1,-13.9%
CC(C)c1ccc(C(C(=O)NC(C)(C)C)N(C(=O)CNC(=O)c2ccco2)c2cccnc2)cc1 (configuration not stated),1.6%,1.3%,35.8%,2.9%,8.8%,5.5%,-0.7,-2.3,3.4%[57.1 µM]
C[C@@H]1CN([C@@H](C)CO)C(=O)CCCn2nncc2CO[C@@H]1CN(C)C(=O)Nc1ccc2c(c1)OCO2,-2.3%,-16.5%,-16.9%,1.3%,-3.7%,-2.4%,-1.9,-0.3,-1.1%
CCC(=O)N1CCC1(C)C(=O)Nc1ccc2nc(C)ccc2c1 (configuration not stated),-11.7%,0.4%,-22.9%,-6.1%,-5.3%,-2.2%,-0.4,-0.5,-3.1%
CC[C@H](C)[C@H](NC(=O)OCc1ccccc1)C(=O)Nc1ccc(NC(C)=O)cc1,2.3%,-5.1%,27.3%,-5.2%,-9.5%,1.9%,4.8,-1.9,0.4%
Cc1cc(=O)oc2cc(OCc3nnc(-c4ccccc4Br)o3)ccc12,-0.2%,2.5%,5.0%,5.3%,27.9%,0.9%,-1.0,-1.9,-11.5%
COc1ccc(C(=O)NCCS(=O)(=O)N2CCCCCC2)cc1,-2.4%,-6.1%,12.1%,-2.0%,2.3%,7.9%,-0.2,0.3,-4.3%
COc1ccccc1CCn1cnc(-c2ccc(Br)cc2)c1C(C)C,1.1%,-10.9%,19.7%,-24.9%,21.9%,-3.8%,2.4,-1.0,-4.3%
O=C(CC1C(=O)NCCN1CC1CCCCC1)NCCc1ccc(F)cc1 (configuration not stated),-9.5%,-28.6%,?,-2.8%,6.1%,-7.5%,-2.0,-3.9,-4.8%
COc1cc(/C=N/NC(=O)C2(O)c3ccccc3-c3ccccc32)ccc1O,10.7%,0.3%,16.6%,-10.3%,-0.9%,18.2%,2.8,-0.8,-9.2%[57.1 µM]
COc1ccc(NC(=O)CN(C)C(=O)c2cnc(Cl)c(Cl)c2)cc1,3.0%,-4.7%,1.3%,1.6%,10.9%,15.6%,-1.0,0.2,4.8%
Cc1c(C(=O)N2CCN(c3ccccn3)CC2)oc2c(F)cccc12,2.2%,-13.4%,19.1%,0.4%,-2.4%,-8.0%,2.2,-1.3,16.2%
Cc1oc2c(c(C)cc3oc(=O)c(CC(=O)NCCCO)c(C)c32)c1C,2.3%,-8.4%,-7.3%,-9.5%,-10.4%,3.3%,-3.6,-0.5,5.1%
CN1CCN(C2CCCCC2NS(=O)(=O)c2ccc(Cl)cc2)CC1 (configuration not stated),14.3%,-27.0%,3.4%,0.3%,11.0%,7.3%,9.3,1.4,-4.7%
O=C(/C=C/c1cccc(C(F)(F)F)c1)NNC(=O)c1ccncc1,-3.3%,-15.1%,10.9%,-1.2%,-12.0%,-24.4%,-0.3,-3.7,-5.4%
COc1cc2cc(CCCO)oc(=O)c2cc1OC,-8.0%,-0.8%,-18.7%,1.4%,5.6%,-4.3%,-1.7,0.0,-2.3%
COc1cc(C(=O)Nc2nnc(CC(C)(C)C)s2)c([N+](=O)[O-])cc1OC,-5.5%,-19.5%,/,-2.2%,5.2%,-9.7%,-8.5,0.4,5.0%
CCc1nc(C)cn1S(=O)(=O)c1ccc([N+](=O)[O-])cc1,-1.6%,-10.8%,-0.3%,0.5%,-12.9%,17.2%,-4.5,0.4,-1.8%
COCCNC(=O)CN1CCC(NC(=O)C(C)(C)C)CC1,-12.2%,-5.9%,-4.4%,-0.6%,1.7%,19.4%,/,-2.0,0.0%
# Additional records follow.
SMILES,EPAC1 ag,PLK1 PBD block,FUS yeast rescue,aSyn yeast inh,Abeta rescue,EPAC1 antag,PI5P4Ka inh,IL2 activator,WRN helicase inh
O=C(N/N=C/c1ccc(OC(F)F)cc1)C1=COCCO1,-5.0%,-10.8%,36.9%,-5.7%,9.7%,-17.5%,4.7,-2.8,0.5%
COC(=O)c1ccc(NC(=S)Nc2ccccc2)cc1,-1.4%,-14.7%,-8.3%,0.2%,5.9%,-6.6%,/,-0.6,-2.9%
COC(=O)c1cc(S(=O)(=O)N2CCN(c3ccccc3)CC2)c[nH]1,-13.8%,-6.2%,-11.4%,-7.3%,-10.4%,3.4%,0.1,-2.2,-2.4%
CCOC(=O)c1cnc2cc(-c3ccc(C(C)(C)C)cc3)nn2c1N,0.0%,-2.6%,-12.2%,7.2%,7.8%,-10.0%,0.5,-0.1,2.7%
O=C(c1cccs1)N1C[C@H](O)[C@@H](n2cc(C3CC3)nn2)C[C@@H]1c1ccccc1,-6.4%,-11.2%,8.8%,10.0%,-11.7%,-12.5%,4.9,1.8,-0.9%
C=CCOc1cc(C)nc(-c2ccccc2O)n1,7.3%,-5.9%,17.3%,9.0%,19.0%,3.8%,7.0,-1.1,2.7%
COc1ccc(NC(=O)c2ccco2)cc1NC(=O)COc1ccccc1[N+](=O)[O-],-0.8%,-0.7%,-10.4%,0.4%,3.6%,-10.8%,-8.0,0.6,9.8%
CCCC(C)NC(=O)CN1C(=O)NC2(CCc3ccccc32)C1=O (configuration not stated),-14.6%,3.8%,-3.5%,-2.0%,13.0%,2.9%,6.6,2.3,-1.1%
CCC(=O)Nc1ccc(S(=O)(=O)Nc2nccs2)cc1,2.3%,-8.8%,4.3%,0.4%,3.5%,-7.6%,-2.7,3.3,-25.1%
CCN(Cc1cc(=O)[nH]c2ccccc12)C(=O)c1ccc(C)cc1,4.8%,-3.2%,2.2%,1.4%,/,-17.7%,0.7,0.1,-2.2%
COc1ccc(C(CC(=O)c2ccccc2)S(=O)(=O)c2ccc(C)cc2)cc1 (configuration not stated),15.0%,3.1%,9.2%,-3.0%,5.2%,0.9%,/,-2.8,-5.7%
CC(c1nccs1)N(C)c1nc2nonc2nc1NC1CC1 (configuration not stated),-6.4%,-8.6%,1.3%,0.7%,-11.7%,-4.4%,6.7,-0.6,4.5%
Cc1ccc(S(=O)(=O)Nc2ccc3c(c2)C(=O)N([C@H](C)CO)C[C@H](C)[C@@H](CN(C)Cc2ccccc2)O3)cc1,-12.4%,-6.6%,-15.5%,-1.1%,-3.6%,-26.7%,-1.6,-0.3,4.2%
Nn1c(SCc2ccccc2)nnc1-c1ccco1,7.9%,5.6%,-31.3%,-3.7%,-22.1%,13.2%,2.4,-2.4,2.1%
CCc1cccc(NS(=O)(=O)c2c(C)n[nH]c2C)c1,-0.1%,1.2%,10.8%,2.2%,0.0%,3.0%,-6.3,3.5,-6.6%[57.1 µM]
O=C(NCc1ccc(Cl)cc1)NCc1ccc(Cl)cc1,1.0%,-25.8%,17.3%,1.1%,-32.1%,-4.8%,-4.2,9.2,5.8%
CC1=C(C(=O)NCc2ccco2)C2(CCC(C)CC2)OC1=O (configuration not stated),-5.4%,-8.8%,-9.3%,0.1%,-4.1%,0.6%,1.3,-0.1,-4.1%
CC(C)(C)NS(=O)(=O)c1ccc(CCC(=O)NCc2ccco2)cc1,-2.1%,-1.9%,2.3%,3.3%,11.8%,1.4%,-4.7,-2.6,-10.2%
Cc1ccnc(NC(=S)NC(=O)/C=C/c2ccco2)c1,-3.6%,-10.7%,-12.0%,0.7%,8.8%[9.22 µM],-4.3%,-28.0,0.0,-35.4%
O=S(=O)(c1ccc(F)cc1)N1CCN(C(=S)NCc2ccco2)CC1,-9.6%,-10.7%,/,0.3%,6.3%,-34.4%,12.2,0.3,-19.2%
O=c1c2ccccc2n(Cc2ccc(F)cc2)c(=O)n1C1CCCC1,18.2%,-9.6%,4.3%,-5.4%,-10.7%,-5.9%,1.0,1.0,-29.3%

# A run of entries taken from the entries so far:
SMILES,EPAC1 ag,PLK1 PBD block,FUS yeast rescue,aSyn yeast inh,Abeta rescue,EPAC1 antag,PI5P4Ka inh,IL2 activator,WRN helicase inh
O=C(N/N=C/c1ccc(OC(F)F)cc1)C1=COCCO1,-5.0%,-10.8%,36.9%,-5.7%,9.7%,-17.5%,4.7,-2.8,0.5%
COC(=O)c1ccc(NC(=S)Nc2ccccc2)cc1,-1.4%,-14.7%,-8.3%,0.2%,5.9%,-6.6%,/,-0.6,-2.9%
COC(=O)c1cc(S(=O)(=O)N2CCN(c3ccccc3)CC2)c[nH]1,-13.8%,-6.2%,-11.4%,-7.3%,-10.4%,3.4%,0.1,-2.2,-2.4%

# Assay outcomes from PubChem BioAssay.
